human PMI inhibitors – human PMI inhibitors, high substrate, primary screen, biochemical, fluorescence intensity, high mannose 6-phosphate (AID 1220) | Mannose-6-phosphate isomerase (Homo sapiens) | recombinant PMI enzyme, coupled fluorescence intensity; higher % means a stronger effect | inhibition, % at 20 µM, or IC50 in µM where a hit was titrated | 0.66% of 190,000 active
WT yeast gro inh – growth inhibition of WT strain, primary screen, mitochondrial fusion inhibitor project, WT and mutant strains, chemical genetic | mitochondrial fusion phenotypic screen | inhibition, % at 10 µM | 2.1% of 190,000 active; in the data active = inhibition above about 58%; tested in S. cerevisiae
human PMI inhibition – inhibitors of human PMI, primary screen, biochemical, fluorescence intensity, coupled assay (AID 1209); purified PMI enzyme, coupled fluorescence intensity; higher % means a stronger effect; inhibition, % at 20 µM; hits with a dose series show IC50 in µM; 0.42% of 190,000 active;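 also: plate controls were DMSO vehicle for no effect and wells lacking substrate for full effect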
Yfh1-depleted yeast – enhancers of respiration in Yfh1-depleted yeast, dose response, Friedreich's ataxia, plus single-dose screen (AID 1465); fold induction at 50 µM, or EC50 in µM where a hit was titrated; 0.074% of 220,000 active; S. cerevisiae Yfh1-off respiration, WST-1 reduction, 72 h; higher fold induction means a stronger effect;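 active = fold induction of absorbance versus untreated yeast above a set limit, then at least 30% activation at any dose in follow-up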;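 also: activators that raise dye reduction in frataxin-depleted yeast; strong numbers were not always called active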
WT yeast gro inh mutant strain – recorded beside WT yeast gro inh, whose call it bears; inhibition, %; mitochondrial fusion phenotypic screen, mutant strain inhibition
Active calls of the source: *; i = inactive; x = not tested or not shown. Rule as the data show it, unless noted: active = inhibition above about 50%; inactive = the rest. The list is partial, so the mix of outcomes need not match the whole.

SMILES	human PMI inhibitors	WT yeast gro inh	human PMI inhibition	Yfh1-depleted yeast	others
Brc1ccc([C@H]2CN3CCSC3=N2)cc1	x	x	x	i
CCOc1cc(N)c(Cl)cc1C(=O)NCC1CN(Cc2ccc(F)cc2)CCO1 (stereo not given)	x	x	x	i
Cc1csc(N2CCCC2c2nc3cc(Cl)c(N4CCCCC4)cc3n2CCCO)n1 (stereo not given)	x	x	x	i
O=C(NCc1ccco1)c1cc(-c2ccccc2)nn1CC1CC(c2cccnc2)=NO1 (stereo not given)	x	x	x	i
COc1ccc(-c2c(C3=CCCCC3)oc3ccc(-c4ccc5c(c4)OCO5)cc23)cn1	x	x	x	i
C#CCNC(=O)C1=C[C@@H](c2ccc3c(c2)OCO3)C[C@@H](OCCCCO)O1	x	x	x	i
COc1ccc(CNC(=O)C2(CC3CC(c4ccccc4)=NO3)CCN(C(=O)C3(C)CC3)CC2)cc1 (stereo not given)	x	x	x	i
Cn1c2c(c(=O)n(C)c1=O)C(c1ccc(C(F)(F)F)cc1)CC(=O)N2 (stereo not given)	x	x	x	i
CC(C)(C)OC(=O)NCCCCC1=CC2=CC(=O)C(C)(OC(=O)c3cnc4ccccc4n3)C(=O)C2=CO1 (stereo not given)	x	x	x	i
Cc1nc(-c2ccccc2)sc1C1(C)CC(c2ccccc2F)=NO1 (stereo not given)	x	x	x	i
CCN1C(=O)N[C@@H](CCc2ccccc2)C(C(=O)OC)=C1C	x	x	x	i
CCOc1ccc(NC(=O)c2ccc(F)cc2F)cc1	x	x	x	i
O=C1CC2(CCCC2)Oc2ccccc21	x	x	x	i
C[C@H]1CC[C@@]2(O[C@@H](CCO)C[C@H](O)[C@H]2O)O1	x	x	x	i
C[C@H](CCC(=O)O)[C@H]1CC[C@H]2[C@@H]3CC[C@@H]4C[C@H](O)CC[C@]4(C)[C@H]3C[C@H](O)[C@]12C	x	x	x	i
CC1(C)c2[nH]c3ccccc3c2C[C@H]2C(=O)N(Cc3ccccc3F)C(=O)N21	x	x	x	i
COC(=O)C[C@H]1c2cc(F)ccc2S(=O)(=O)N1Cc1ccccc1	x	x	x	i
CCOC(=O)C[C@H]1c2cc(F)ccc2S(=O)(=O)N1C1CCCCC1	x	x	x	i
C#CCNC(=O)[C@H](Cc1ccc(C(=O)c2ccccc2)cc1)NC(=O)OC(C)(C)C	x	x	x	i
COc1ccc([C@H]2/C=C\CN(S(=O)(=O)c3ccc4ccccc4c3)[C@@H](C)C(=O)N2Cc2ccc(F)cc2)cc1	x	x	x	i
COc1ccccc1OCC(O)CN1CCN(CC(=O)Nc2c(C)cccc2C)CC1 (stereo not given)	x	x	x	i
OCC[C@@H]1C[C@H](O)[C@@H](O)[C@@]2(CCCCO2)O1	x	x	x	i
CNCCC(Oc1ccccc1OC)c1ccccc1 (stereo not given)	x	x	x	i
Fc1cccc(CCN2CCNC[C@@H]2Cc2ccccc2)c1	x	x	x	i
OCCCn1c(CCNc2nc(-c3ccc(Cl)cc3)cs2)nc2cc(C(F)(F)F)ccc21	x	x	x	i
COc1c(N2C[C@@H]3CCCN[C@@H]3C2)c(F)cc2c(=O)c(C(=O)O)cn(C3CC3)c12	x	x	x	i
C#Cc1ccc([C@H]2C=C(C(=O)NCc3nc4ccccc4[nH]3)O[C@@H](OCc3ccc(CO)cc3)C2)cc1	x	x	x	i
C[C@H]1CCC[C@@]2(O[C@H](CCO)C[C@@H](O)[C@@H]2O)O1	x	x	x	i
O=S1(=O)CCOC[C@H](Cc2ccccc2)N1Cc1cccc(F)c1	x	x	x	i
CCC[C@@H]1CCCO[C@@](C(=O)NCc2cc(C)n(C)n2)(C(F)(F)F)C1	x	x	x	i
O=C(NC1CC1)C1=C[C@H](c2ccc(C(F)(F)F)cc2)C[C@H](OCCCCO)O1	x	x	x	i
N#Cc1c(Cc2cccc3ccccc23)nn(CCO)c1N	x	x	x	i
COC(=O)C1=C(C(=O)OC)[C@@H]2N(C)c3ccccc3[C@@]23C[C@@H](CO)N(C(=O)C2CCC2)C3=N1	x	x	x	i
O=C(O)C1Nc2ccc(OC(F)(F)F)cc2C2C=CCC12 (stereo not given)	x	x	x	i
COc1ccc(N/C(=C2\CCCC2=O)C2CCCCC2)cc1	x	x	x	i
c1ccc2c(c1)[nH]c1ccccc12	x	x	x	i
CCN1C(=O)N[C@@H](c2cccc(F)c2)C(C(C)=O)=C1C	x	x	x	i
C=C1CCN([C@@H](CC(C)C)C(=O)NCCCc2ccccc2)S(=O)(=O)c2ccccc21	x	x	x	i
CC(C)C[C@@H](CO)NC(=O)CC[C@H](NC(=O)OC(C)(C)C)C(=O)N(Cc1ccccc1)Cc1ccccc1	x	x	x	i
O=C(NCc1ccccc1)C1Nc2ccc(OC(F)(F)F)cc2C2C=CCC12 (stereo not given)	x	x	x	i
CCCCCCCCCNC(=O)[C@H](NC(=O)COc1ccccc1)[C@@H]1NC(C(=O)OC)C(C)(C)S1 (stereo not given in full)	x	x	x	i
COc1ccc(CNC(=O)[C@@H]2CC=C[C@@H]3CCN(C4CCCCC4)C(=O)[C@@H]32)cc1	x	x	x	i
CC(Nc1nc(-c2ccc(Cl)cc2)cs1)c1nc2cc(Cl)c(N3CCCCC3)cc2n1CCOCCO (stereo not given)	x	x	x	i
O=C(O)C[C@H]1c2cc(C(F)(F)F)ccc2S(=O)(=O)N1C1CCCCC1	x	x	x	i
O=C1CN2Cc3c(ccc(Cl)c3Cl)N=C2N1	x	x	x	i
O=C(NCc1ccco1)C1CC(c2ccc(C(F)(F)F)cc2)=NO1 (stereo not given)	x	x	x	i
CC(C)(C)OC(=O)N1CCC2(CC1)Oc1ccc(F)cc1C(=O)C21CC(c2ccc(Cl)cc2)=NO1 (stereo not given)	x	x	x	i
N#CCCn1nc(Cc2cccc3ccccc23)c(C#N)c1N	x	x	x	i
CCC1(CC)C(=O)C2=C3C1[C@H](C(=O)OC)C=C(C(=O)OC)C[C@H]3[C@H]1C(=O)N(Cc3ccccc3)C(=O)[C@H]1[C@H]2C (stereo not given in full)	x	x	x	i
CCc1cc(-c2ccc3c(c2)COc2c4ccccc4nn2-3)on1	x	x	x	i
CC1(OC(=O)c2cccs2)C(=O)C=C2C=C(c3ccc(C#N)cc3)OC=C2C1=O (stereo not given)	x	x	x	i
COc1ccc(-c2ccc3oc(-c4ccc(OC)cc4)c(-c4cc(OC)c(OC)c(OC)c4)c3c2)cc1	x	x	x	i
CC(C)(C)[C@H]1C=C(C(=O)O)O[C@@H](OCc2ccc(CO)cc2)C1	x	x	x	i
COc1cc(/C=C/C(=O)O)ccc1O	x	x	x	i
COc1c(N2CCNC(C)C2)c(F)cc2c(=O)c(C(=O)O)cn(C3CC3)c12 (stereo not given)	x	x	x	i
C#CCNC(=O)C1=C[C@@H](c2ccc(C#C)cc2)C[C@@H](OCCCCO)O1	x	x	x	i
COc1ccc(-c2oc3ccc(N4CCOCC4)cc3c2C#CC2(O)CCCCC2)cc1	x	x	x	i
CC1(c2nnc(Cc3ccccc3)o2)CC(c2ccc(Cl)cc2)=NO1 (stereo not given)	x	x	x	i
CC1(c2nnc(-c3cccc(Cl)c3)o2)CC(c2cccc(F)c2)=NO1 (stereo not given)	x	x	x	i
CCN1C(=O)N[C@@H](c2ccco2)C(C(=O)OC)=C1C	x	x	x	i
(cont.)
SMILES	human PMI inhibitors	WT yeast gro inh	human PMI inhibition	Yfh1-depleted yeast	others
CC(C)C[C@H]1COCCS(=O)(=O)N1Cc1ccc(Cl)c(Cl)c1	x	x	x	i
CC(=O)N1CCN(c2ccc(Nc3nc(C)nc4c3oc3ccccc34)cc2)CC1	x	x	x	i
Cc1nc(C(=O)O)sc1C1(C)CC(c2cccc([N+](=O)[O-])c2)=NO1 (stereo not given)	x	x	x	i
C[C@H](CCC(=O)O)[C@H]1CC[C@H]2[C@@H]3[C@H](O)C[C@@H]4C[C@H](O)CC[C@]4(C)[C@H]3C[C@H](O)[C@]12C	x	x	x	i
COc1ccc(Nc2nc(C)cc(-c3cc(-c4ccccc4)on3)n2)cc1	x	x	x	i
COC(=O)[C@@H]1[C@H](CCc2ccccc2)NC(=O)N(Cc2ccccc2)[C@@H]1C	x	x	x	i
N#Cc1c(N)n[nH]c1Cc1cccc2ccccc12	x	x	x	i
COc1ccc(CCN(C)CCc2ccc(OC)c(OC)c2)cc1OC	x	x	x	i
COc1ccc(-c2ccc(N)[n+](CCCC(=O)O)n2)cc1	x	x	x	i
CC1(C)c2[nH]c3ccccc3c2C[C@@H]2C(=O)N(Cc3ccc(F)cc3)C(=O)N21	x	x	x	i
O=C(Nc1ccc(Cl)c(C(F)(F)F)c1)[C@@H]1CC=C[C@@H]2CCN(C3CCCCC3)C(=O)[C@@H]21	x	x	x	i
COC(C[C@H]1O[C@@H]1C(=O)[C@H](C)OCc1ccccc1)OC	x	x	x	i
CCOc1ccc(C2/C(=C(/O)c3ccc(Cl)cc3)C(=O)C(=O)N2CCCN(C)C)cc1OC (stereo not given)	-6%	x	-3%	x
COC(=O)c1ccc2c(c1)NC(=O)C1CCCN21 (stereo not given)	x	49	x	i	WT yeast gro inh mutant strain=41

A draw from above in order of SMILES length, low to high:
SMILES	human PMI inhibitors	WT yeast gro inh	human PMI inhibition	Yfh1-depleted yeast	others
COc1ccc(-c2ccc(N)[n+](CCCC(=O)O)n2)cc1	x	x	x	i
CC(=O)N1CCN(c2ccc(Nc3nc(C)nc4c3oc3ccccc34)cc2)CC1	x	x	x	i
CC1(C)c2[nH]c3ccccc3c2C[C@@H]2C(=O)N(Cc3ccc(F)cc3)C(=O)N21	x	x	x	i

In the list so far, 9 have four or more nitrogen atoms:
SMILES	human PMI inhibitors	WT yeast gro inh	human PMI inhibition	Yfh1-depleted yeast	others
Cc1csc(N2CCCC2c2nc3cc(Cl)c(N4CCCCC4)cc3n2CCCO)n1 (stereo not given)	x	x	x	i
O=C(NCc1ccco1)c1cc(-c2ccccc2)nn1CC1CC(c2cccnc2)=NO1 (stereo not given)	x	x	x	i
OCCCn1c(CCNc2nc(-c3ccc(Cl)cc3)cs2)nc2cc(C(F)(F)F)ccc21	x	x	x	i
N#Cc1c(Cc2cccc3ccccc23)nn(CCO)c1N	x	x	x	i
CC(Nc1nc(-c2ccc(Cl)cc2)cs1)c1nc2cc(Cl)c(N3CCCCC3)cc2n1CCOCCO (stereo not given)	x	x	x	i
N#CCCn1nc(Cc2cccc3ccccc23)c(C#N)c1N	x	x	x	i
CC(=O)N1CCN(c2ccc(Nc3nc(C)nc4c3oc3ccccc34)cc2)CC1	x	x	x	i
COc1ccc(Nc2nc(C)cc(-c3cc(-c4ccccc4)on3)n2)cc1	x	x	x	i
N#Cc1c(N)n[nH]c1Cc1cccc2ccccc12	x	x	x	i

Random excerpt: 2 records from the list
SMILES	human PMI inhibitors	WT yeast gro inh	human PMI inhibition	Yfh1-depleted yeast	others
COc1ccc(CCN(C)CCc2ccc(OC)c(OC)c2)cc1OC	x	x	x	i
CCOc1ccc(C2/C(=C(/O)c3ccc(Cl)cc3)C(=O)C(=O)N2CCCN(C)C)cc1OC (stereo not given)	-6%	x	-3%	x

Screening results as filed in PubChem.
